Screening data as filed in PubChem BioAssay.
RECQ1 inh: blocks DNA unwinding by human RECQ1; 240,000 compounds, 0.54% hits; Potency, µM (titrated, usually from 57.3 µM), for the others: at the top dose activity, negative = inhibition, actives largely listed as inhibitors; RECQ1 DNA unwinding, red fluorescence kinetic read; P46063;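 also: plate controls were vehicle for no effect and no enzyme for full effect; nearly all actives have a fitted effect of over 30% in size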
Target sequence (P46063 whole entry, looked up): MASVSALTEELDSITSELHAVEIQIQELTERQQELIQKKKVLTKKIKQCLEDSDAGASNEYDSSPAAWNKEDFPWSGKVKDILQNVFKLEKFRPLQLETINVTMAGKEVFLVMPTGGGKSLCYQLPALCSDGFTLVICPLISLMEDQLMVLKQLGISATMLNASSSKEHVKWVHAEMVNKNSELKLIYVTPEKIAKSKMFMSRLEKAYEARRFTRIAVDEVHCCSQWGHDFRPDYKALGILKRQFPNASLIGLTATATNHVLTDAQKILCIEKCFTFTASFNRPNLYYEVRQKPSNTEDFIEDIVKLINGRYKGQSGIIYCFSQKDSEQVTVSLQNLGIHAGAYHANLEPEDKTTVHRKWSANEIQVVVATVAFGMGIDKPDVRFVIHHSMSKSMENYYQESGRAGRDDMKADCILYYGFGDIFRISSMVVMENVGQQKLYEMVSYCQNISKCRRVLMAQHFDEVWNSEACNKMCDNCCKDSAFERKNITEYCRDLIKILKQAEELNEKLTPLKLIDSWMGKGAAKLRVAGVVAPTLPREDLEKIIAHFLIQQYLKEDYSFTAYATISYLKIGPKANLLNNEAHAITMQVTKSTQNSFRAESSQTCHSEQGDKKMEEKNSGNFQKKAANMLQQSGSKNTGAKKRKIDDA
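50 nM RECQ1T1 preincubated 15 min with compound in Tris pH 8.0 buffer with MgCl2, DTT, Tween-20 and 2.5 ug/ml poly(dI-dC); started with 200 nM TAMRA/BHQ-2 forked duplex and 2 mM ATP. Unwinding read as fluorescence (525/598 nm), two reads 2 h apart.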
TR SRC2 fluor cs: counter-screen for TRb-SRC2 inhibitors: fluorescence interference | TRb/SRC2 Texas Red total fluorescence interference | Potency, µM (titrated, usually from 106 µM), for inactives: at the top dose fluorescence change, negative = quenching | 280,000 compounds, 0.29% hits | AID 1479; active = well fitted curve in either direction with a large enough effect; inconclusive = small, poorly fitted or top-dose-only effect
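Human TRβ ligand-binding domain (0.6 uM) and Texas Red SRC2 peptide (20 nM) in Tris buffer with 1 uM T3 and 5% DMSO were incubated with pinned compound for 5 hr at ambient temperature. Total fluorescence was computed as S + 2P (555/632 nm).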
KDM4E inh: blocks human JMJD2E demethylase activity. B2RXH2. JMJD2E catalytic domain, FDH-coupled NADH fluorescence (FDH is formaldehyde dehydrogenase). Potency, µM (doses to about 57.1 µM), without a hit: at the highest dose activity change, negative = inhibition, actives largely listed as inhibitors. 230,000 compounds, 1.6% hits. AID 2147; active = well fitted inhibition curve with a large enough effect, not every such curve was filed as active; inconclusive = small, poorly fitted or top-dose-only effect, or another doubt; inactive = no such curve, though single readings can be large or run the other way;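 also: 0% = wells with enzyme and -100% = buffer wells without enzyme; nearly all actives have a fitted effect of over 50% in size; many of its hits are not listed in these tables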
RGS12 GoLoco inh: RGS12 GoLoco-Gai1 interaction inhibition; P63096; Gai1:RGS12 GoLoco peptide FP, rhodamine, 10 min; Potency, µM (highest dose often 61.6 µM), for inactives: at the top dose activity, negative = inhibition, actives largely listed as inhibitors; 230,000 compounds, 0.44% hits; AID 880; active = well fitted inhibition curve with a large enough effect, not every such curve was filed as active; inactive = no such curve, though single readings can be large or run the other way; also: nearly all actives have a fitted effect of over 30% in size; many of its hits are not listed in these tables
Tau fibril FP: inhibitors of human tau fibril formation. K18 P301L tau heparin fibrillization, Alexa594 FP, 6 h. Potency, µM (top dose mostly 57.7 µM), for the others: at the highest dose activity, negative = inhibition, actives largely listed as inhibitors. 280,000 compounds, 0.39% hits; also: nearly all actives have a fitted effect of over 55% in size
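Human tau K18 […] P301L fragment, 15 uM unlabeled plus 0.24 uM Alexa 594-labeled tau (final), with compound and 20 uM heparin in 100 mM sodium acetate pH 7; 6 hr at 37 C, then Alexa 594 FP read.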
Tau fibril ThT: blocks human tau fibril formation measured by thioflavin T. Potency, µM (top dose mostly 57.4 µM), for inactives: at the highest dose activity, negative = inhibition, actives largely listed as inhibitors. P10636. recombinant tau K18 P301L, heparin-induced fibrillization, ThT fluorescence. 270,000 compounds, 2.1% hits; also: nearly all actives have a fitted effect of over 55% in size
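Using a mix of unlabeled (15 uM) and Alexa 594-labeled (0.24 uM) tau K18 P301L, heparin-triggered fibrillization over 6 hr at 37 C was scored by ThT fluorescence.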
TRb-SRC2 inh: disrupts binding of human TR beta to SRC2; P10828; TRbeta-SRC2 peptide binding, fluorescence polarization; receptor liganded with 1 µM T3; Potency, µM (top dose mostly 106 µM), without a hit: at the top dose activity change, negative = inhibition, hits mostly inhibitors; 280,000 compounds, 0.065% hits; AID 1469;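 also: plate controls were bound peptide for no effect and peptide without receptor for full effect; nearly all actives have a fitted effect of over 50% in size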
Target sequence (P10828 whole entry, looked up): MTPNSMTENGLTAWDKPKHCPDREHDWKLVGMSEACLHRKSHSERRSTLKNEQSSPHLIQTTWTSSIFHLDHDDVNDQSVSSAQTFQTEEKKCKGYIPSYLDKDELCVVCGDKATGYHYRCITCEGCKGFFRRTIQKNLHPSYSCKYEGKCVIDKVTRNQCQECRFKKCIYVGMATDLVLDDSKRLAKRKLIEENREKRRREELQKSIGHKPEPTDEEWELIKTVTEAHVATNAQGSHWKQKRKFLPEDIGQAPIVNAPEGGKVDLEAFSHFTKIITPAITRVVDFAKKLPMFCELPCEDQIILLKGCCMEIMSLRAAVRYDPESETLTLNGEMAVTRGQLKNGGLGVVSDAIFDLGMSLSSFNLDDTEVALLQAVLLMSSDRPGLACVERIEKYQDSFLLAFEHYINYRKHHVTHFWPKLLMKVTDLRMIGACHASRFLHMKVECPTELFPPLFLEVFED
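Human TRb ligand-binding domain (0.6 uM) is mixed with 20 nM Texas Red SRC2 peptide and 1 uM T3; after compound addition and 5 hr at ambient temperature, polarization is measured and normalized to unbound and bound controls.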
L3MBTL1 block: blocks human L3MBTL1. AlphaScreen L3MBTL1–H3K9me1 peptide binding. Potency, µM (top dose mostly 57.1 µM), for inactives: top-dose activity, negative = inhibition, usual class: inhibitors. 230,000 compounds, 0.66% hits. AID 485360; also: nearly all actives have a fitted effect of over 60% in size
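L3MBTL1 50 nM + b-AHA-H3(1-15)K9me1 75 nM, 30 min RT; compound added, 30 min RT; streptavidin donor/Ni-chelate acceptor beads 10 ug/mL each final, 30 min RT dark; AlphaScreen read.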
* = called active by the depositor; i = inactive; ? = inconclusive; · = not tested or not shown; & = joins results of further samples; ! = a repeat was not active; [ ] = dose if it differs, or a comment. Unless noted, calls follow the shape of the dose curve; as a rule, active = well fitted curve in the direction sought with a large enough effect; inconclusive = small, poorly fitted or top-dose-only effect, or another doubt; inactive = no such curve, though single readings can be large; an effect the other way counts as inactive or inconclusive. Unless noted, % is scaled to controls: 0 for no effect and ±100 for the full control effect; potency is read from the fitted curve at half-maximal effect.

structure | RECQ1 inh | TR SRC2 fluor cs | KDM4E inh | RGS12 GoLoco inh | Tau fibril FP | Tau fibril ThT | TRb-SRC2 inh | L3MBTL1 block
O=c1c2ccccc2nc(CSc2ncnc3nc[nH]c23)n1-c1ccccc1Cl | ? | 0% | -1% | 19% | -8% | -10% | -14% | -23%
CC(=O)OC(C)(C)/C=C/C(=O)[C@](C)(O)[C@H]1[C@H](O)C[C@@]2(C)[C@@H]3CC=C4[C@H](C[C@H](O)C(=O)C4(C)C)[C@]3(C)C(=O)C[C@]12C | -30% | -4% | 5% | 11% | -5% | ? | 0% | 4%
CCc1c(C)nc(N)nc1N1N=C1SCC(=O)OC | i | -3% | 0% | 3% | -5% | 1% | -7% | 6%
CCOc1ccc(C(=O)OC2CC3CCC(C2)N3C)cc1 (configuration not stated) | -6% | 0% | 6% | 3% | -2% | -13% | 8% | -6%
COC(=O)c1ccc(NC(=O)CSc2nc3ccc(N4C(=O)C5C6C=CC(C6)C5C4=O)cc3s2)cc1 (configuration not stated) | -2% | 1% | 2% | 3% | ? | -13% | 11% | -1%
NCCCN1CCN(c2ccccc2)CC1 | i | -3% | 12% | 2%[14.2 µM] | -3% | -12% | -1% | -8%
CC1=CC[C@@H]2[C@@H](C1)c1c(O)cc(CC#CCCCNS(C)(=O)=O)cc1OC2(C)C | -16% | -6% | ? | -11% | 9% | ? | 5% | ·
COc1ccccc1N1CCN(C(CNC(=O)Oc2ccccc2)c2cccnc2)CC1 (configuration not stated) | 0% | -3% | -7% | 11% | 3% | -13% | -13% | -2%
CCOc1ccc(N)cc1 | -14% | -2% | · | 5% | · | · | -9% | ·
CCc1ccc(NC(=O)CN2C(=O)C3(SCC(=O)N3c3ccc(F)c(F)c3)c3ccccc32)cc1 (configuration not stated) | · | ? | · | · | ? | -13% | -21% | ·
COc1cccc(N=Cc2c(O)n(Cc3ccco3)c(=O)[nH]c2=O)c1 | 15% | -3% | ? | 20% | 4% | -16% | 0% | -23%
C[C@]12CCC(=O)C=C1CCc1ccc(O)cc12 | i | -1% | 11% | -5% | 3% | -3% | 1% | ·
C[C@H]1C(=O)O[C@@H]2CCN3CC=C(COC(=O)[C@@](C)(O)[C@@]1(C)O)[C@H]23 | i | 0%[53 µM] | -5%[25.5 µM] | 5%[21.6 µM] | · | · | 2%[53 µM] | ·
CCOP(=O)(OCC)C(NC(=O)c1ccc(OC)cc1)C(Cl)(Cl)Cl (configuration not stated) | -4% | 0% | 16% | -1% | -7% | -9% | -7% | 7%
CCCCCOC(=O)c1ccccc1C(=O)OCCCCC | -8% | 3%[201 µM] | · | -1% | · | · | 8%[201 µM] | ·
COCCCNC(=O)c1c(NC(=O)c2ccccc2Cl)n(Cc2ccccc2)c2nc3ccccc3nc12 | -5% | 1% | ? | -9% | 5% | 4% | 1% | 24%
Cc1ccnc(-n2c(C)nc3ccccc3c2=O)c1 | i | 0% | 7% | 6% | 0% | 3% | -22% | -28%
CC(C)C[C@H](NC(=O)[C@H](Cc1ccccc1)NC(=O)CNC(=O)CNC(=O)[C@@H](N)Cc1ccc(O)cc1)C(=O)N[C@@H](CCCN=C(N)N)C(=O)N[C@@H](CCCCN)C(=O)N[C@@H](Cc1ccc(O)cc1)C(=O)N1CCC[C@H]1C(=O)N[C@@H](CCCCN)C(=O)O | 19% | -1% | · | 4% | -1% | 2% | 5% | ·
CC1C(c2cccs2)=[N+]([O-])C(C)(C(=O)c2cccs2)N1O (configuration not stated) | 1% | -2% | 0% | 14% | -4% | -6% | 1% | 2%
COC(=O)CN1CN(c2ccccc2)C2(CCN(Cc3ccc4ccccc4c3)CC2)C1=O | -18% | 1% | 3% | 6% | 2% | -8% | -4% | ·
Cc1ccc(-n2nc(C)c3c2OC(N)=C(C#N)C3c2cccs2)cc1 (configuration not stated) | -5% | -2% | -2% | 1% | 2% | ? | -12% | -22%
O=C1OC(c2ccc(Cl)cc2)=N/C1=C\N1CC2CC(C1)c1cccc(=O)n1C2 (configuration not stated) | -5% | -8% | -1% | 10% | -9%[0.0958 µM] | · | -5% | ·
Cc1ccc(/C=C2/C(=O)NC(=O)N(CCc3ccc(F)cc3)C2=O)o1 | -12% | 10% | -8% | 284%[activator] | -5% | ? | 9% | -6%
COc1ccc(S(=O)(=O)NC(CC(=O)N2CCC3(CC2)OCCO3)C(C)C)cc1 (configuration not stated) | -2% | 1% | 4% | 6% | -1% | -4% | -9% | ·
CC(Cc1ccccc1)NCc1ccccc1O (configuration not stated) | i | 0% | -1% | 4% | -5% | 8% | 4% | 10%
COC(=O)C1C(O)C(C)C(O)C(C)/C=C\C=C(/C)C(=O)Nc2c(C)c(OC(C)=O)c3c(c2O)C(=O)C(C)=C2OCOC(=C23)/C(C)=C/C(C)(O)C(O)C(C)C1O (configuration not stated) | i | -8% | ? | 7% | ? | 32µM* | -10% | -14%
COc1cc(C(=O)Nc2ccc(Br)cc2C(=O)c2ccccc2Cl)cc(OC)c1OC | 2% | -2% | 4% | 0% | -5% | 3% | -1% | 7%
CC1CN(CCc2ccccc2)CC(C)O1 (configuration not stated) | i | 0% | 6% | -4% | -5% | -6% | 0% | 4%
CC1=C(C(=O)OC(C)C)[C@]2(C(=O)N(CC(N)=O)c3ccccc32)C(C#N)=C(N)O1 | -1% | -3% | -2% | -1% | -5% | -5% | -1% | 24%
O=c1[nH]c(=O)n(CCc2ccc(F)cc2)c(O)c1C=NCCCn1ccnc1 | -6% | 4% | 1% | 4% | 3% | -2% | -12% | -6%

Given with values under each structure: 2 of the compounds above.
Each structure is followed by: RECQ1 inh, TR SRC2 fluor cs, KDM4E inh, RGS12 GoLoco inh, Tau fibril FP, Tau fibril ThT, TRb-SRC2 inh, L3MBTL1 block
CC1C(c2cccs2)=[N+]([O-])C(C)(C(=O)c2cccs2)N1O (configuration not stated)
  1%, -2%, 0%, 14%, -4%, -6%, 1%, 2%
COC(=O)CN1CN(c2ccccc2)C2(CCN(Cc3ccc4ccccc4c3)CC2)C1=O
  -18%, 1%, 3%, 6%, 2%, -8%, -4%, ·

Additional compounds.
structure | RECQ1 inh | TR SRC2 fluor cs | KDM4E inh | RGS12 GoLoco inh | Tau fibril FP | Tau fibril ThT | TRb-SRC2 inh | L3MBTL1 block
Cc1[nH]c2ccccc2c1C(=O)C(=O)N1CC2CC(C1)c1cccc(=O)n1C2 (configuration not stated) | -6% | 0% | -7% | 6% | -7% | 2% | 8% | 5%
O=c1ccc2cc(O[C@H]3O[C@@H](CO)[C@@H](O)[C@@H](O)[C@@H]3O)c(O)cc2o1 | -2%[25.9 µM] | 13%[53 µM] | ? | 6%[21.6 µM] | · | · | 11%[53 µM] | ·
Cc1ccc2[nH]c(=S)n(-c3cccnc3)c(=O)c2c1 | -2% | -4% | -14% | 6% | 2% | · | 0% | ·
Cc1cc(S(=O)(=O)NC(C)C)ccc1OCC(=O)N1CCN(Cc2ccc3c(c2)OCO3)CC1 | -10% | 5% | 4% | 1% | 4% | 0% | 3% | ·
Brc1ccc2c(c1)C(OC1CN3CCC1CC3)c1ccccc1CS2 (configuration not stated) | -2% | 1% | 2% | 1% | 4% | ? | -7% | -11%
CCCC12CN3CN(C1)CC(CCC)(C3)C2O (configuration not stated) | -1% | 2% | 6% | 2% | -2% | 1% | 1% | 5%
O=C1NC(=O)N(Cc2ccccc2Cl)C(=O)/C1=C/N1CCOCC1 | -4% | -5% | -7% | 14% | ? | 18µM* | -5% | -6%
C=C1[C@@H](O)C2C=CC[C@H](C)C(=O)[C@@](C)(O)C=C[C@@H](OC(C)=O)[C@@]23C(=O)N[C@H](Cc2ccccc2)[C@@H]3[C@@H]1C (some centres not stated) | -3% | -1% | -4% | 3% | ? | -10% | -7% | ·
CC[C@H]1CN2CC[C@@H]1C[C@H]2[C@@H](O)c1ccnc2ccc(OC)cc12 | -1%[25.9 µM] | 2%[53 µM] | ? | -1%[21.6 µM] | · | · | -4%[53 µM] | ·
O=C(O)C(Br)Br | 35µM* | ? | · | 86%[activator] | · | · | 8% | ·
CC(C)CC(C)N (configuration not stated) | -2% | 0% | · | 4% | · | · | 0% | -6%
CCOC(=O)C1(CCc2ccccc2)CCN(Cc2ccc3c(c2)OCCO3)CC1 | -13% | -2% | -15% | 0% | 4%[2.34 µM] | -14% | -4% | -3%
N=C1c2ccccc2CN1NC(=O)c1ccc(Cl)cc1 | 0% | -2% | -5% | 14% | 11% | -1% | -1% | 5%
CN1C(=O)C(=Cc2ccc(N3CCCCCC3)cc2)C(=O)N(C)C1=O | ? | 21% | -13% | 21% | 2% | ? | -1% | -12%
CC(=NCc1cccnc1)c1c(O)n(-c2ccc(Cl)cc2)c(=O)[nH]c1=O | -9% | -1% | -7% | 2% | -3% | -11% | -4% | -3%
Cc1o[nH]c(=O)c1C[C@@H](N)C(=O)O | 23% | -3%&0% | -23% | 3% | ? | -9% | 4%&1% | ·
CN(C)C(=S)SSC(=S)N(C)C | -5%&-4% | -1%[201 µM] | 25µM* | 3.2µM*! | ? | ? | 2%[201 µM] | 64%[activator]
C[C@H]1CC[C@@]2(NC1)O[C@@H]1C[C@H]3[C@@H]4CC=C5C[C@@H](O)CC[C@]5(C)[C@@H]4CC[C@]3(C)[C@@H]1[C@@H]2C | -5%[25.9 µM] | 2%[53 µM] | 11%[25.5 µM] | 6%[21.6 µM] | · | · | -7%[53 µM] | ·
CC1C(C)N1CC(O)Cn1ccnc1[N+](=O)[O-] (configuration not stated) | -5% | 1% | -14% | -6% | -13% | · | 6% | ·
CCOC(=O)C1CCN(/C=C2/C(=O)NC(=O)N(Cc3ccco3)C2=O)CC1 | ? | 0% | -6% | -5% | ? | ? | -5% | 14µM*
Nc1ccc(Cl)cc1 | -13% | -1% | · | 3% | · | · | 2% | ·
Cc1ccccc1-n1c(-c2ccoc2)nc2ccccc2c1=O | i | -2% | -2% | 3% | -1% | -10% | -6% | 7%
Cc1c(N=Cc2c(O)n(CCc3ccccc3)c(=O)[nH]c2=O)c(=O)n(-c2ccccc2)n1C | -4% | -4% | 7% | 1% | -4% | -6% | -4% | -10%

Not all compounds are listed; the hit share may differ from the screen's.
